High-throughput results deposited in PubChem by several laboratories.
bIAP activator – intestinal alkaline phosphatase (bovine) activation. purified bovine IAP, CDP-star luminescence, 30 min; active compounds read high; fold of DMSO-control signal, blank-subtracted. activation factor at 20 µM. hit rate 0.17% among 200,000. AID 1016;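 active means activation factor of 2 or more at 20 µM, a signal rise over negative controls twice the positive control's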
Lmaj promast – inhibitors of Leishmania major promastigote growth | AID 1063 | hit rate 9% among 200,000 | inhibition, % at 10 µM | Leishmania major promastigotes, resazurin fluorescence viability; in the data active means inhibition above about 50%;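 further: promastigotes grown with compound for 44 hours at 28 °C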
SRC2 TRFRET art – counter-screen for PPARgamma SRC-2 recruitment agonists: TR-FRET artefact; AID 1049; TR-FRET ratio at 8 µM; active compounds read high; hit rate 0.4% among 200,000; in the data active means TR-FRET ratio above about 2000; further: inactives centre near 1500; reference of the scale not given here
ROMK mod – modulators of human ROMK potassium channel | P48048 | B-score at 10 µM | hit rate 2% among 130,000 | Tet-inducible ROMK, thallium flux fluorescence; actives lie on both sides;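 active means signal ratio slope over the read window, or its plate-corrected B-score, at least 3 SD from the plate mean, either direction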;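 further: B-score of the F/F0 ratio slope over 7 to 12 s after thallium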
PPARg SRC-1 ag – PPARgamma-driven SRC-1 recruitment agonism; P37231; PPARgamma-SRC-1 coactivator recruitment biochemical assay; activation, % at 8 µM; hit rate 0.41% among 200,000; AID 631; in the data active means activation above about 19%;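 further: 0% = DMSO and 100% = reference agonist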
Target sequence (P37231 whole entry, looked up): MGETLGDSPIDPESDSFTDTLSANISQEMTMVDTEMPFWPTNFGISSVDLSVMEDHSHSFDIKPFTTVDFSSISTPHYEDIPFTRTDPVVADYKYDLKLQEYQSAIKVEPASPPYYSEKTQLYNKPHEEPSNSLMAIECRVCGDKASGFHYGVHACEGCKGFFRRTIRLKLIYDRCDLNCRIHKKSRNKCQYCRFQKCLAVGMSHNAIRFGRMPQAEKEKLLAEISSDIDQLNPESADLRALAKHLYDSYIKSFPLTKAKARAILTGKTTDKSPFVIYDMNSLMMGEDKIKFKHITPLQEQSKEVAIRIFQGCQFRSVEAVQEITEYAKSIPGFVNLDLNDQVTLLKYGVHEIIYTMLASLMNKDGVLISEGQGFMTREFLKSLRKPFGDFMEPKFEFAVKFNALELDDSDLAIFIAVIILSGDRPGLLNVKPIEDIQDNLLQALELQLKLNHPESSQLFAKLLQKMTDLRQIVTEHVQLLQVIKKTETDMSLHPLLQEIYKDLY
PPARg SRC2 recr – PPARgamma-driven SRC-2 recruitment agonism; activation, % at 8 µM; hit rate 0.34% among 200,000; AID 1032; PPARgamma LBD-SRC-2 recruitment, biochemical; in the data active means activation above about 22%;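 further: 0% = vehicle and 100% = reference agonist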
bIAP inhibitor – intestinal alkaline phosphatase (bovine) inhibition. 190,000 tested, under 10 active. inhibition, % at 20 µM. purified bovine IAP, CDP-star luminescence, 30 min;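 active means over 50% inhibition of intestinal alkaline phosphatase at 20 µM in the single-dose screen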
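System: purified bovine intestinal alkaline phosphatase (IAP) enzyme; Input: IAP diluted 1/65,000,000 in the well; Measured by: CDP-star luminescence signal; Compound dosing: 20 µM single dose; Incubation: 30 min reaction at room temperature.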
PPARg SRC-3 ag – agonists of human PPARgamma SRC-3 coactivator recruitment; hit rate 0.26% among 200,000; activation, % at 8 µM; P37231; biochemical PPARgamma/SRC-3 coactivator recruitment assay; AID 731; in the data active means activation above about 23%;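 further: 0% = DMSO and 100% = reference agonist; some compounds past the cut are filed as inactive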
TLR4 MyD88 comp – blocks binding of human TLR4 to MyD88; O00206+Q99836; HeLa CL3-4 TLR4/MyD88 BLA complementation, FRET ratio; inhibition, % at 8.4 µM; hit rate 0.18% among 200,000; in the data active means inhibition above about 25%;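 further: 0% = vehicle and 100% = reference inhibitor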
DTT redox prof – compounds producing H2O2 with reducing agent – biochemical, NIH compound library profiling, artefact control for MLSCN library redox annotation, primary screen | hit rate 0.03% among 200,000 | DTT-dependent redox cycling H2O2, phenol red/HRP absorbance; 100% = 100 µM peroxide control, 0% = buffer | activation, % at 10 µM;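 active means activation of at least 50% relative to the plate's high and low controls in the primary single-dose screen; inactive means activation below 50%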;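 further: compound incubated with DTT at 0.8 mM final as the reducing agent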
S1P3 antag – S1P3 (human) receptor antagonism | inhibition, % at 4.98 µM | AID 485 | Q99500 | hit rate 0.27% among 170,000 | CHO S1P3 NFAT-BLA reporter, FRET fluorescence, antagonist mode;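 active means inhibition above the plate cutoff, the mean inhibition of test wells on that plate plus 3 SD, cut at about 28% in these data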;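 further: cells challenged with S1P at its EC80 of 0.8 µM; blue over green emission ratio from cleaved BLA substrate after 4 h stimulation; 0% = S1P-stimulated wells and 100% = unstimulated DMSO-only wells; some compounds past the cut are filed as inactive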
Target sequence (Q99500 whole entry, looked up): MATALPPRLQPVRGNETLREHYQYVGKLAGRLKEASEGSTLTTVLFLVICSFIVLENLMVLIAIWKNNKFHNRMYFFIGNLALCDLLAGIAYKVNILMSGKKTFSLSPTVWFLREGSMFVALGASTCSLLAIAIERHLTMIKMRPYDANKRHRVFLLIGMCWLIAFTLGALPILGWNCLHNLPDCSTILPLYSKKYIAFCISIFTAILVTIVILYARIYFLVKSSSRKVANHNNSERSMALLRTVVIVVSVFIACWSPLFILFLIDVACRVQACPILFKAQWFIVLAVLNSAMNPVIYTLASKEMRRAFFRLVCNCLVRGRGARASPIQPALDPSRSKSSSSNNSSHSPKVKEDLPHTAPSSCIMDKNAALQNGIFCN
* hit, by the source's call; / = not tested or not shown.

SMILES	bIAP activator	Lmaj promast	SRC2 TRFRET art	ROMK mod	PPARg SRC-1 ag	PPARg SRC2 recr	bIAP inhibitor	PPARg SRC-3 ag	TLR4 MyD88 comp	DTT redox prof	S1P3 antag
COCCn1c(SCC(=O)Nc2ccccc2C)nc2c(oc3ccccc32)c1=O	0.6	0	1695	-0.17	5	10	39	5	-2	0.2	-10
CCOCCn1c(CC)nc2ccccc21	1.1	0	1447	-0.8	8	6	-10	5	-10	-0.2	11
O=C(CN1CCCN(Cc2ccc(F)cc2Cl)C1=O)NC1CCCC1	0.9	-6	1618	/	0	10	6	9	-14	-1.2	-10
CC(C)CC(=O)CN1C(=O)C2(OCCO2)c2ccccc21	0.9	-1	1660	-0.022	1	9	15	-1	-13	-0.7	-12
CNC(=O)c1[nH]cnc1C(=O)N[C@@H](Cc1ccccc1)C(=O)OC(C)(C)C	0.8	-8	1694	/	4	4	21	2	-3	0.6	-12
O=C(Cc1cccc2ccccc12)NCCOc1ccccc1F	1.1	-1	1381	-0.58	-4	-2	-8	5	-5	-0.1	3
Cc1cccc2cc(C#N)c(SCC(=O)NNC(=O)Cc3ccccc3)nc12	1	-3	1481	/	8	6	-3	1	0	-7.5	/
CC(Sc1nnc(-c2ccc(O)cc2)o1)C(=O)Nc1cccc2ccccc12 (stereo not drawn)	1.1	0	1381	0.61	-4	-9	-8	3	-9	0.3	4
CCn1ncc(/C=N/O)c1C	0.8	-4	1405	0.33	-5	-2	15	-1	6	0.1	/
CCOC(=O)c1c(C=O)c2sc(C)cc2n1C	1	-8	1531	-0.7	0	-2	-1	-1	-2	-1.3	-4
Clc1ccc(Sc2oc(/C=N/n3cnnc3)cc2Br)cc1	0.9	71*	1682	-2.4	6	3	7	8	-15	-0.1	-16
Cc1cccc(NC(=O)c2cc(S(=O)(=O)NCc3ccco3)ccc2F)c1C	0.9	5	1573	-1.2	2	-4	7	4	-2	1.2	-12
CCOC(=O)c1sc2ncnc(N3CCN(C)CC3)c2c1C	1	13	1697	0.093	10	-4	4	4	2	-1.9	-4
C=CCn1c2ccccc2c2nnc(SC(CC)C(=O)Nc3nc(C)c(C(=O)OCC)s3)nc21 (stereo not drawn)	1.1	63*	1593	0.43	10	7	-8	5	-15	0.2	25
CCOC(=O)c1sc(Nc2nc(C)cc(OC)n2)nc1C	1	56*	1624	2.2	8	13	-2	7	10	-0.9	-19
CCC(C)(C(=O)Nc1ccccc1C)N(C(=O)CNC(C)=O)c1ccc(C)cc1 (stereo not drawn)	1.1	-5	1558	0.35	-3	0	-7	2	-2	-0.2	-7
CCOC(=O)N1CCN(C(c2ccc(F)cc2)c2sc3nc(C)nn3c2O)CC1 (stereo not drawn)	1	-10	1561	/	5	6	4	0	-1	-1.3	-5
COc1ccccc1C(=O)NCC(=O)OCC(=O)Nc1cccc(S(=O)(=O)N2CCCCCC2)c1	1	-4	1487	0.22	13	4	0	7	2	-2.1	-2
COCCNC(=O)CC(=O)N/N=C/c1ccc(C(=O)OC)cc1	1	-5	1353	1.5	-6	-1	-1	4	0	-0.6	-4
CC1CC(C)CN(CC(=O)NC(c2ccccc2)c2ccccc2)C1 (stereo not drawn)	1.1	7	1577	/	2	1	-8	-4	-2	-0.5	-21
CCC(=O)Nc1ccc(C(=O)CN2CCC(C)CC2)cc1	0.9	-3	1470	2.4	1	-10	6	-3	-11	-0.4	2
CCCCCCn1c(CN2CCN(Cc3ccccc3)CC2)nc2c1c(=O)n(C)c(=O)n2C	1.1	13	1360	/	-6	-5	-6	-12	4	1.9	-11
Cc1nn(Cc2n[nH]c(=S)n2Cc2ccccc2)c(C)c1Cl	0.9	90*	1413	/	2	-1	5	-3	2	2.3	/
CC(=O)c1cccc(NC(=O)[C@@H](NC(N)=O)C(C)C)c1	0.9	6	1397	-0.75	1	-12	11	0	-6	0.2	-1
Cc1cc(C)cc(OCC(=O)NCc2cc(C)nc3ccccc23)c1	1.1	36	1536	0.6	8	-2	-10	6	9	-0.7	1
SMILES	bIAP activator	Lmaj promast	SRC2 TRFRET art	ROMK mod	PPARg SRC-1 ag	PPARg SRC2 recr	bIAP inhibitor	PPARg SRC-3 ag	TLR4 MyD88 comp	DTT redox prof	S1P3 antag
CNC(=O)C(=O)NCC1OCCN1S(=O)(=O)c1ccc([N+](=O)[O-])cc1 (stereo not drawn)	1.3	-6	1529	0.7	-2	-5	-27	2	-16	-0.5	-1
O=C1CC(NNc2ccccc2)C(=O)N1c1cccc(Cl)c1 (stereo not drawn)	1.1	-6	1581	/	-2	1	-10	11	3	1.7	/
Cc1ccc(-c2n[nH]c(=S)n2C)cc1Cl	0.9	-2	1847	-0.45	26*	15	14	6	0	-0.1	7
COc1ccc(S(=O)(=O)N2CCCC(C(=O)NCc3ccco3)C2)cc1Cl (stereo not drawn)	0.9	-1	1582	/	4	-2	6	-10	-15	1.3	20
O=C(C[n+]1cc(-c2ccccc2)n2c1CCC2)c1cccs1	0.9	-6	1706	-0.82	9	5	8	1	5	-0.5	-21
COc1ccc(CNc2oc(COc3ccc(Cl)cc3)nc2C#N)cc1	0.8	-5	1667	-2.1*	2	4	20	-2	3	-1.2	/
CC(C)c1cc(C(=O)NNC(=S)NCc2ccco2)c(O)c(C(C)C)c1	0.7	-5	1251	/	1	-2	31	-4	9	0.4	4
COc1ccc(C2CCCN2C(=S)Nc2ccc(C)c(C)c2)cc1OC (stereo not drawn)	1	5	1541	-0.62	-7	-7	1	-2	-2	1.3	0
Cc1nc(N2CCOCC2)nc(N2CCCCC2)c1[N+](=O)[O-]	1.1	-2	1577	0.92	4	11	-6	1	4	-0.7	-6
O=C(c1ccc2c(=O)n(Cc3ccco3)c(=S)[nH]c2c1)N1CCN(Cc2ccccc2)CC1	1.1	-8	1529	/	0	7	-5	13	-8	1.3	/
CNC(=S)Nc1cc(OC)ccc1OC	0.9	-8	1544	/	-1	2	7	-10	-2	-1.0	/
CCOC(=O)Cc1cc(-c2ccc(OC)cc2)nc2ccc3ccccc3c12	0.8	99*	1728	-1.3	7	3	16	4	-10	0.2	-2
N#Cc1c(NCCCO)nc(-c2ccco2)c2c1CCCC2	1.2	-4	1544	-0.29	6	3	-23	4	0	0.2	/
O=C(COC(=O)Cc1ccsc1)NCC12CC3CC(CC(C3)C1)C2	0.9	-2	1389	-0.72	1	-4	9	8	4	0.4	/
Cc1ccc(S(=O)(=O)CCc2nnc(NC(=O)C3CCCO3)s2)cc1 (stereo not drawn)	0.9	-6	1490	0.57	-1	4	11	-6	-8	0.0	/
Cc1ccc(-n2c(-c3ccccc3)nnc2-c2cccs2)cc1	0.9	3	1541	0	-5	-1	7	9	-3	1.8	/
Cc1noc(C(=O)NCc2ccco2)c1Cl	0.9	-7	1512	/	8	1	6	0	-3	-0.5	0
COc1ccc(-n2nnnc2SC(C)C(N)=O)cc1 (stereo not drawn)	1	-3	1519	/	4	3	-3	2	-2	-2.0	4
COc1ccc2cc(CN(CC3COCCO3)S(=O)(=O)c3c(C)cc(C)cc3C)c(=O)[nH]c2c1 (stereo not drawn)	1	0	1372	/	-9	-7	0	0	-7	-0.6	/
O=C(N/N=C1\CCc2ccccc21)c1ccncc1	1	-5	1597	1	2	1	1	-1	-10	-0.1	15
CCCCNC(=O)c1onc(CSc2ccc(OC)cc2)c1C(=O)O	0.9	-10	1571	-0.61	3	5	12	2	-4	-3.9	/
COC(=O)[C@@H](NC(=O)Nc1ccc(OC)cc1)C(C)C	0.9	-5	1668	/	4	8	15	3	-3	-0.8	-2
CNc1oc(-c2ccc(OCc3ccccc3)cc2)nc1C#N	0.9	-9	1595	-0.55	10	5	8	-1	6	-0.4	2
O=c1[nH]c(CSc2ncc(C(F)(F)F)cc2Cl)nc2ccccc12	1	-1	1636	-1.4	5	11	0	6	-16	-0.9	-5
COCCn1c(NCc2ccc(C)cc2)nc2c1c(=O)[nH]c(=O)n2C	0.9	-7	1553	/	1	1	5	0	1	-2.4	-35

Filtered by structure, those above containing two or more sulfur atoms.
SMILES	bIAP activator	Lmaj promast	SRC2 TRFRET art	ROMK mod	PPARg SRC-1 ag	PPARg SRC2 recr	bIAP inhibitor	PPARg SRC-3 ag	TLR4 MyD88 comp	DTT redox prof	S1P3 antag
C=CCn1c2ccccc2c2nnc(SC(CC)C(=O)Nc3nc(C)c(C(=O)OCC)s3)nc21 (stereo not drawn)	1.1	63*	1593	0.43	10	7	-8	5	-15	0.2	25
Cc1ccc(S(=O)(=O)CCc2nnc(NC(=O)C3CCCO3)s2)cc1 (stereo not drawn)	0.9	-6	1490	0.57	-1	4	11	-6	-8	0.0	/

Continuation.
SMILES	bIAP activator	Lmaj promast	SRC2 TRFRET art	ROMK mod	PPARg SRC-1 ag	PPARg SRC2 recr	bIAP inhibitor	PPARg SRC-3 ag	TLR4 MyD88 comp	DTT redox prof	S1P3 antag
Cc1c(C(=O)NCc2ccccn2)sc2nc(-c3ccc(F)cc3)cn12	0.9	28	1522	-0.057	5	0	8	-1	-17	0.3	6
COc1cccc(NS(=O)(=O)c2c(C)n(C)c(=O)n(C)c2=O)c1	1	-2	1466	/	0	3	4	-5	-4	-0.8	/
CN(C)S(=O)(=O)c1ccc(C(=O)Nc2nnc(SCc3cccc(F)c3)s2)cc1	1	52*	1265	0.29	0	6	1	0	0	-0.1	-2
COc1ccc(CC(=O)Nc2c3c(nn2-c2cccc(Cl)c2)CS(=O)(=O)C3)cc1	0.9	12	1500	/	8	2	6	0	6	2.2	/
O=C(Nc1ccccc1F)c1ccc(CSc2ncccn2)cc1	0.9	0	1518	0.25	1	5	9	3	0	0.2	-1
COC(=O)[C@H](C)NC(=O)NCc1ccc(F)cc1	1	-7	1568	/	7	6	2	6	-2	2.1	12

Compound profiles (already shown). Values in the order: bIAP activator	Lmaj promast	SRC2 TRFRET art	ROMK mod	PPARg SRC-1 ag	PPARg SRC2 recr	bIAP inhibitor	PPARg SRC-3 ag	TLR4 MyD88 comp	DTT redox prof	S1P3 antag
`COc1ccc(CC(=O)Nc2c3c(nn2-c2cccc(Cl)c2)CS(=O)(=O)C3)cc1` in the list: 0.9	12	1500	/	8	2	6	0	6	2.2	/
`Cc1c(C(=O)NCc2ccccn2)sc2nc(-c3ccc(F)cc3)cn12` in the list: 0.9	28	1522	-0.057	5	0	8	-1	-17	0.3	6

Some of the entries above in a different format:
Molecule,bIAP activator,Lmaj promast,SRC2 TRFRET art,ROMK mod,PPARg SRC-1 ag,PPARg SRC2 recr,bIAP inhibitor,PPARg SRC-3 ag,TLR4 MyD88 comp,DTT redox prof,S1P3 antag
O=C(Nc1ccccc1F)c1ccc(CSc2ncccn2)cc1,0.9,0,1518,0.25,1,5,9,3,0,0.2,-1
COc1cccc(NS(=O)(=O)c2c(C)n(C)c(=O)n(C)c2=O)c1,1,-2,1466,/,0,3,4,-5,-4,-0.8,/
